Source: PubChem
TRHR ag – TRH receptor (human) agonism. P34981. TRHR cells, calcium flux fluo-8, FDSS agonist mode. activation, % at 2 µM. 360,000 tested, 0.18% active; note: 0% is about no effect
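TRHR-expressing cells, plated overnight in medium with 10% serum, were loaded with fluo-8 calcium dye at room temperature. After a 10 s baseline, library compound was pin-added and calcium release was recorded kinetically (ex 480/em 530) as agonist response.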
D2 antagonist – antagonists of human D2 dopamine receptor; P14416; HEK293 TREx D2 cells, calcium flux, dopamine EC80; inhibition, % at 10 µM; 340,000 tested, 2% active; AID 485344; in the data active = inhibition above about 30%; note: 0% is about no effect
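In this primary screen, negative modulation is detected by tracking calcium flux after an EC80 dopamine challenge in inducible HEK293 T-REx D2 cells preexposed to test compound for 180 s.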
D1 PAM – enhances dopamine response at the human D1 receptor | 360,000 tested, 0.036% active | P21728 | HEK293 TREx D1 cells, calcium flux, dopamine EC20 potentiation | potentiation, % at 10 µM; in the data active = potentiation above about 30%; note: 0% is about no effect
RXFP1 antagonist – RXFP1 (human) relaxin receptor antagonism; Q9HBX9; activity change, negative = inhibition, % at 57.5 µM; 350,000 tested, 0.59% active; HEK293-RXFP1, relaxin-stimulated cAMP HTRF, 30 min; active compounds read low;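 active = activity change of -60% or lower, but not beyond a set lower limit; inconclusive = change between -60% and -40%, or beyond the set limit; inactive = change above -40%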; note: % is set by controls: 0 for no effect and ±100 for the full control effect
Target sequence (Q9HBX9 whole entry, looked up): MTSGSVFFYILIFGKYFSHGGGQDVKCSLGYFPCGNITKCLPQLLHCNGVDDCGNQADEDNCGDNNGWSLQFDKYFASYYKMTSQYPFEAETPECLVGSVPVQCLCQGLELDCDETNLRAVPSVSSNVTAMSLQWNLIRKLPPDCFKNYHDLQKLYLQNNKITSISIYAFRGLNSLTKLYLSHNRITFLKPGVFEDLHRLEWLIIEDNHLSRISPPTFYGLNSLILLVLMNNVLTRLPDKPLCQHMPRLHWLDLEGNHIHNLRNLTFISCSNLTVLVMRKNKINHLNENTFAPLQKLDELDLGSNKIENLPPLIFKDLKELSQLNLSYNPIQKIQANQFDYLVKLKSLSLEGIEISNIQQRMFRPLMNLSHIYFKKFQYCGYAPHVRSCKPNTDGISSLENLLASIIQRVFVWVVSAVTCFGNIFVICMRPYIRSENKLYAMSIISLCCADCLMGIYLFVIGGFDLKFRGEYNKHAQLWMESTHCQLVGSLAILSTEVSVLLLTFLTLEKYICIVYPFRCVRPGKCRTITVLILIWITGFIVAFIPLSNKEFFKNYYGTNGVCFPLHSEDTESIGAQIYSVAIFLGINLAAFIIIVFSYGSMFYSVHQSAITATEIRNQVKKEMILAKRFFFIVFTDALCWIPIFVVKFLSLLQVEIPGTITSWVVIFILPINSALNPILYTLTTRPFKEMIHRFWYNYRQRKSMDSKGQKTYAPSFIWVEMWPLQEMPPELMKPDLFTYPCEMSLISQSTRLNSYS
D2 PAM – positive allosteric modulators of human D2 dopamine receptor. P14416. HEK293 T-REx D2, calcium flux, EC20 dopamine potentiation. potentiation, % at 10 µM. 340,000 tested, 0.34% active. AID 485347;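 active = potentiation over 3 SD above the plate norm, cut at about 30% in these data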; note: 0% is about no effect
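Cells plated with tetracycline inducer and held overnight at 30 C; calcium dye loaded 30–90 min at room temperature; baseline taken, compound added and read 180 s; EC20 dopamine then added and read 180 s.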
D2 ag – agonists of human D2 dopamine receptor; P14416; HEK293 T-REx D2 cells, calcium flux agonist mode; activation, % at 2 µM; 340,000 tested, 0.53% active; AID 485358;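 active = activation over 3 SD above normal in the single-dose calcium agonist read, cut at about 30% in these data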; note: 0% is about no effect
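HEK293 Trex D2 cells, tetracycline-induced, o/n 30 C 5% CO2; no-wash Ca dye, RT 30–90 min; 10-cycle baseline, 23 nl cpd added, kinetic Ca read 180 s; agonist hits = positive Ca response.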
TRHR PAM – allosterically enhances the human TRH receptor | P34981 | TRHR cells, fluo-8 calcium fluorescence, EC20 TRH enhancement | enhancement, % at 2 µM | 360,000 tested, 0.66% active | AID 493056; in the data active = enhancement above about 30%; note: 0% is about no effect
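Enhancer read-out: after compound pinning and an initial kinetic agonist-mode read, an EC20 of TRH (10 nM final) was injected and fluo-8 calcium signal (Ex 480/Em 530) followed at 1 s/cycle for 100 cycles in TRHR-expressing cells.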
D1 antagonist – antagonists of human D1 dopamine receptor; P21728; HEK293 TREx D1 cells, calcium flux, dopamine EC80; active compounds read low; activity change, negative = inhibition, % at 10 µM; 360,000 tested, 3.2% active; AID 504652; in the data active = activity change below about -30%; note: % is set by controls: 0 for no effect and ±100 for the full control effect
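Inducible Hek293 Trex D1 cells (tetracycline, overnight, 30 C). Calcium dye 30–90 min RT. Antagonist mode: EC80 dopamine added after 180 s compound read.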
D1 ag – human D1 receptor agonism; P21728; HEK293 T-REx D1 cells, calcium flux, agonist mode; activation, % at 2 µM; 360,000 tested, 1% active; AID 504660; note: 0% is about no effect
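Agonism was scored from calcium flux recorded over 180 s (1 read/s) after pintool compound addition, following a 10-cycle baseline. Cells were inducible force-coupled HEK293 TREx D1, plated overnight at 30 C and loaded with no-wash calcium dye.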
Active calls of the source: *; ? = inconclusive; . = no result given. Cut-off read from the data, not from the text of the source, unless noted: active = activation above about 30%; inactive = the rest.

entry | mol | TRHR ag | D2 antagonist | D1 PAM | RXFP1 antagonist | D2 PAM
1 | CC(C)n1c(=O)n(CC(=O)NCC2CCCO2)c(=O)c2c3c(sc21)COC(C)(C)C3 (stereo not drawn) | 0.3 | . | -12 | 10 | 8
2 | CCN(CC)C(=O)CN(Cc1ccccc1)S(=O)(=O)c1ccc(F)cc1 | -1.9 | -15 | -4 | 0 | -3
3 | Cc1oc2cc3oc(=O)c(CCC(=O)N4C[C@H]5C[C@@H](C4)c4cccc(=O)n4C5)c(C)c3cc2c1C | -0.5 | 18 | -3 | 6 | 3
4 | CCOc1ccccc1C1C(C(=O)Nc2ccccc2OC)=C(C)Nc2nnnn21 (stereo not drawn) | 0.2 | 11 | 1 | -10 | 3
5 | CC(C)Cc1nnc(NC(=O)CSc2nc(O)c(-c3ccccc3)c(=O)[nH]2)s1 | 0.2 | 2 | -1 | 7 | -3
6 | Cc1ccc([N+](=O)[O-])cc1N=C(c1ccc([N+](=O)[O-])cc1)N1CCOCC1 | -1.2 | 12 | -3 | -7 | -3
7 | CCCCN(C1CCS(=O)(=O)C1)S(=O)(=O)c1cccs1 (stereo not drawn) | -0.4 | 7 | -2 | 11 | 9
8 | CCn1c(SCC(=O)c2ccc(Cl)s2)nnc1-c1cccs1 | 0.2 | . | 4 | -22 | 6
9 | CCOC(=O)C1CCN(CC(O)COCc2ccccc2)CC1 (stereo not drawn) | -0.3 | . | -11 | 15 | -5
10 | C=CCN1C(=O)/C(=C\C(C)=C\c2ccccc2)SC1=S | 0.4 | -19 | -3 | -9 | -18

entry | D2 ag | TRHR PAM | D1 antagonist | D1 ag
1 | . | -3 | -10 | 3
2 | -1.2 | 3 | -7 | 0
3 | -0.2 | -6 | -2 | 1
4 | 0.1 | -2 | 17 | 7
5 | 0.6 | 7 | 0 | 1
6 | -1.0 | -1 | 12 | 3
7 | 2.0 | 3 | 7 | -1
8 | . | -5 | 8 | 4
9 | . | 2 | -3 | 4
10 | -0.5 | 5 | -5 | 1

Continuation.
entry | mol | TRHR ag | D2 antagonist | D1 PAM | RXFP1 antagonist | D2 PAM
11 | COc1ccccc1-c1cc(C(=O)Nc2c(C)n(C)n(-c3ccccc3)c2=O)no1 | 0.3 | -12 | 4 | -5 | -3
12 | Cc1ccc2onc(CNC(=O)N3CCN(c4cc(Cl)ccc4C)CC3)c2c1 | 0.6 | . | 1 | -21 | -1
13 | COc1ccc(CN2CCNC(=O)C2CC(=O)NC2CCCCCCC2)cc1OC (stereo not drawn) | 0.7 | -6 | -1 | 4 | 14
14 | CCn1cc(C(=O)NCCc2ccc(OC)cc2)c(=O)c2ccc(C)nc21 | -1.0 | -2 | 1 | -5 | -6
15 | COc1ccc(NC2CCCN(C(=O)c3ccccc3C(F)(F)F)C2)cc1 (stereo not drawn) | -0.9 | . | -4 | -7 | 1
16 | COc1ccccc1-c1nc(S(=O)(=O)c2ccc(Cl)cc2)c(N(C)C)o1 | 0.5 | 10 | -3 | 13 | 1
17 | COCCNC(=O)COC(=O)c1cccnc1SC | 0.1 | -10 | -8 | -3 | 9
18 | CC(C)OC(=O)CCNc1n[nH]c(=O)[nH]c1=O | 0.1 | -18 | 4 | 8 | -9
19 | COc1ccc(CNC(=O)CCCCCNC(=O)N2CCn3c2nc2ccccc23)cc1 | 0.9 | -24 | 5 | 4 | 2
20 | CCCc1nc2oc3c(Cl)ncnc3c2c2c1CCCC2 | 0.6 | -11 | -1 | -11 | 5

entry | D2 ag | TRHR PAM | D1 antagonist | D1 ag
11 | 0.5 | -3 | 7 | 1
12 | -0.9 | -3 | 4 | 2
13 | -0.1 | 0 | 0 | 6
14 | -0.8 | 13 | -4 | 0
15 | . | -2 | 2 | 10
16 | -0.3 | -12 | 8 | 4
17 | 3.1 | -7 | -13 | 3
18 | 5.1 | 17 | 8 | 3
19 | -0.1 | -4 | 13 | 1
20 | -0.3 | -2 | 3 | 4

The list continues:
entry | mol | TRHR ag | D2 antagonist | D1 PAM | RXFP1 antagonist | D2 PAM
21 | O=C(NCc1cccc(Cl)c1)c1ccc2c(c1)OCO2 | 0.0 | 19 | -6 | -1 | -6
22 | O=C1CC(C(=O)Nc2ccc(F)cc2)n2cnnc2N1 (stereo not drawn) | -0.5 | . | 0 | ? | .
23 | CCOC(=O)C1CCN(C(=O)C2CCCN(S(=O)(=O)c3ccc(OC)c(Cl)c3)C2)CC1 (stereo not drawn) | -0.4 | -3 | -6 | -19 | -2
24 | COc1ccc(C(CNC(=O)C(Cc2ccccc2)NC(N)=O)N(C)C)cc1 (stereo not drawn) | 0.0 | 13 | 4 | 7 | 1
25 | CC(Oc1ccc(F)cc1)C(=O)Nc1ccccc1C(=O)N1CCCCC1 (stereo not drawn) | -0.2 | . | . | 5 | -8
26 | CCN(C(=O)c1ccc2c(=O)n3c(nc2c1)CCCCC3)c1ccc(F)cc1 | 0.0 | 10 | -6 | 1 | -6
27 | COC(=O)c1ccc(Cn2cc([N+](=O)[O-])cn2)cc1 | 0.7 | 22 | -4 | 1 | -8
28 | COC(=O)c1cc(S(=O)(=O)N2c3ccccc3CC2C)cn1C (stereo not drawn) | -1.1 | 5 | 1 | 10 | 5
29 | O=C(NCc1ccccc1)C1Cc2ccccc2CN1C(=O)c1ccco1 (stereo not drawn) | -0.1 | -3 | -8 | 6 | 1
30 | CN(CCC#N)C(=S)Nc1ccc(S(=O)(=O)N2CCOCC2)cc1 | 0.0 | 7 | 2 | 9 | -4

entry | D2 ag | TRHR PAM | D1 antagonist | D1 ag
21 | -0.6 | -3 | 1 | 0
22 | . | 0 | -14 | 6
23 | 0.3 | 1 | -29 | 11
24 | 0.3 | 2 | -12 | 3
25 | . | 5 | -9 | 6
26 | 0.1 | -12 | -2 | 1
27 | -0.2 | -5 | 13 | 12
28 | -0.2 | -3 | -12 | 0
29 | -0.2 | 10 | -3 | 3
30 | 2.4 | -4 | 2 | 5

Retrieved by compound from above (7):
entry | mol | TRHR ag | D2 antagonist | D1 PAM | RXFP1 antagonist | D2 PAM
21 | O=C(NCc1cccc(Cl)c1)c1ccc2c(c1)OCO2 | 0.0 | 19 | -6 | -1 | -6
29 | O=C(NCc1ccccc1)C1Cc2ccccc2CN1C(=O)c1ccco1 (stereo not drawn) | -0.1 | -3 | -8 | 6 | 1
27 | COC(=O)c1ccc(Cn2cc([N+](=O)[O-])cn2)cc1 | 0.7 | 22 | -4 | 1 | -8
24 | COc1ccc(C(CNC(=O)C(Cc2ccccc2)NC(N)=O)N(C)C)cc1 (stereo not drawn) | 0.0 | 13 | 4 | 7 | 1
28 | COC(=O)c1cc(S(=O)(=O)N2c3ccccc3CC2C)cn1C (stereo not drawn) | -1.1 | 5 | 1 | 10 | 5
22 | O=C1CC(C(=O)Nc2ccc(F)cc2)n2cnnc2N1 (stereo not drawn) | -0.5 | . | 0 | ? | .
30 | CN(CCC#N)C(=S)Nc1ccc(S(=O)(=O)N2CCOCC2)cc1 | 0.0 | 7 | 2 | 9 | -4

entry | D2 ag | TRHR PAM | D1 antagonist | D1 ag
21 | -0.6 | -3 | 1 | 0
29 | -0.2 | 10 | -3 | 3
27 | -0.2 | -5 | 13 | 12
24 | 0.3 | 2 | -12 | 3
28 | -0.2 | -3 | -12 | 0
22 | . | 0 | -14 | 6
30 | 2.4 | -4 | 2 | 5

New compounds follow
entry | mol | TRHR ag | D2 antagonist | D1 PAM | RXFP1 antagonist | D2 PAM
31 | CCOC(=O)CC1C(=O)NCCN1S(=O)(=O)c1ccccc1 (stereo not drawn) | -0.1 | 3 | -2 | 7 | 3
32 | CCOC(=O)c1c(NC(=O)C2(C)Cc3ccccc3C(=O)O2)sc2c1CCCC2 (stereo not drawn) | -0.3 | -7 | 4 | -28 | -9
33 | Cc1csc(=Nc2ccccc2)n1C | -0.1 | -4 | -10 | -9 | -9
34 | Cc1ccc(S(=O)(=O)Nc2ccc(C(=O)N3CCOCC3)cc2)cc1 | -2.0 | -12 | -4 | 15 | 3
35 | CC(C)Oc1cccc(-c2cc(C(=O)N3CCN(S(C)(=O)=O)CC3)c3ccccc3n2)c1 | -0.7 | 6 | -3 | 4 | 8
36 | O=C(N1CCOCC1)N1CCN(Cc2ccccc2)CC1 | 1.1 | 9 | 0 | 4 | -6
37 | COc1ccc(C(=O)NC2CCN(CC(=O)NCc3ccccc3F)CC2)cc1 | 0.2 | -10 | -1 | -8 | .
38 | O=C(Cc1cccs1)NCCN1CCOCC1 | 0.6 | 0 | -4 | -1 | -3
39 | Cc1sc(NC(=O)c2cc(-c3ccccc3)nc3ccccc23)c(C(N)=O)c1C | 0.4 | 4 | 2 | -2 | 9
40 | CC(=O)c1ccc(N2CCN(CC(O)COC(c3ccccc3)c3ccccc3)CC2)cc1 (stereo not drawn) | -1.7 | -17 | -7 | -79* | 37*

entry | D2 ag | TRHR PAM | D1 antagonist | D1 ag
31 | 0.3 | 26 | 7 | 3
32 | -1.7 | 0 | 0 | 6
33 | 0.6 | 6 | -7 | 2
34 | 0.1 | 0 | -9 | 5
35 | 0.6 | -3 | 0 | 18
36 | 0.7 | 3 | -4 | 2
37 | -3.0 | -2 | 23 | 0
38 | 0.7 | -9 | -1 | 3
39 | 0.6 | -1 | -21 | 2
40 | -0.8 | 6 | -3 | -3

Remaining list, next part.
entry | mol | TRHR ag | D2 antagonist | D1 PAM | RXFP1 antagonist | D2 PAM
41 | COc1cccc(/C=C/C(=O)c2ccc3c(c2)OCCO3)c1OC | -0.3 | 13 | -1 | -13 | 12
42 | O=C(NCc1cccc(Cl)c1)c1ccc(N2CC3CC(C2)c2cccc(=O)n2C3)c(NC(=O)c2cccnc2)c1 (stereo not drawn) | -0.1 | -1 | -2 | 3 | 0
43 | Cc1ccc(-n2ncc3c(=O)n(-c4ccc(C)c(C)c4)c(-c4ccco4)nc32)cc1 | 0.7 | -11 | 0 | -19 | -1
44 | Cc1ccc(S(=O)(=O)NCc2ccccc2)cc1C(=O)N(C)CC(=O)Nc1c(Cl)cccc1Cl | 0.2 | 6 | 0 | -12 | 11
45 | COc1ccc(CCC(=O)OCc2csc(CC(=O)Nc3ccccc3C)n2)cc1 | 0.3 | 15 | -5 | -14 | 2
46 | Cn1c(=O)c2c(nc(SCC(=O)c3cccs3)n2Cc2ccc(F)cc2)n(C)c1=O | -2.0 | 9 | -8 | -13 | 0
47 | CCCCc1nn2c(=O)cc(COC(=O)c3ccc(NC(=O)C4CCCCC4)cc3)nc2s1 | 0.1 | . | 1 | 11 | 9
48 | CSc1ccc(/C=C2/C(=N)N3N=C(CC(=O)N4CCCC4)SC3=NC2=O)cc1 | 0.5 | 5 | -9 | -26 | -11

entry | D2 ag | TRHR PAM | D1 antagonist | D1 ag
41 | 0.5 | -9 | 0 | 6
42 | -0.4 | 0 | 6 | 5
43 | 0.6 | 4 | -13 | 0
44 | -0.1 | 5 | 12 | 6
45 | -0.5 | -4 | -4 | 6
46 | -2.3 | 7 | -5 | 1
47 | 2.3 | 4 | 5 | -1
48 | 1.4 | -3 | 4 | 0
